procasp3 activ: activates human procaspase-3; P42574; recombinant procaspase-3 D3A, Ac-DEVD-pNA absorbance 405 nm; activation, % at 8.5 µM; 0.11% of 330,000 active; AID 463141;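 active = activation above the mean of all tested compounds plus 3 SD, cut at about 21% in these data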;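 also: 0% = DMSO alone and 100% = DMSO wells spiked with extra 5 µM PC-3 D3A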
Target sequence (P42574 whole entry D9A/D28A/D175A): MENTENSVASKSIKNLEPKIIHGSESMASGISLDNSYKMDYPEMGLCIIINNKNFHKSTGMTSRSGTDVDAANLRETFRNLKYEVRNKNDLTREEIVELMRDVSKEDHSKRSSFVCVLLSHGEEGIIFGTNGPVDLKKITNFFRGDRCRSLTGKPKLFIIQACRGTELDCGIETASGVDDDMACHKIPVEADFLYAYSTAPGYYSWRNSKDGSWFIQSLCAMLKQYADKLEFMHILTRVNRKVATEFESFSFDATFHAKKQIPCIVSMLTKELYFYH
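Assay system: Autoprocessing-dead procaspase-3 D3A mutant enzyme; also added: Ac-DEVD-pNA; doses: one concentration, 8.5 µM nominal, 0.8% DMSO; times: 1 h compound preincubation, 2 h substrate hydrolysis at 25 °C; technique: 405 nm absorbance of p-nitroaniline, reads at 0 and 120 min; measure: % activation between DMSO and enzyme-spiked controls; repeats: single replicate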
AHR act: human AHR activation | P35869 | AHR-responsive luciferase reporter cells, luminescence | activation, % at 5 µM | 2.5% of 320,000 active | AID 2796; in the data active = activation above about 47%;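 also: 0% = vehicle wells and 100% = reference agonist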
LAP4 TOR yeast: alters LAP4-GFP fluorescence in TOR pathway yeast screen | S. cerevisiae LAP4-GFP multiplex, flow cytometry GFP, 3 h; median GFP as percent of DMSO wells | GFP response vs DMSO, % at 10 µM | 0.34% of 320,000 active | AID 2023;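 active = GFP response vs DMSO above a set limit, about the screen mean plus 3 SD, cut at about 150% in these data; inconclusive = under 70 cell events counted for the yeast strain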
procasp7 counter: activates human procaspase-7, counter-screen for procaspase-3 activators; P55210; recombinant procaspase-7, Ac-DEVD-pNA absorbance 405 nm; D23A/D198A/D206A triple mutant, cannot self-cleave; scale: DMSO 0, 5 µM enzyme 100; activation, % at 8.5 µM; 0.093% of 330,000 active;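 active = percent activation above the screen-wide mean plus 3 SD, cut at about 25% in these data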
Target sequence (P55210 whole entry D23A/D198A/D206A): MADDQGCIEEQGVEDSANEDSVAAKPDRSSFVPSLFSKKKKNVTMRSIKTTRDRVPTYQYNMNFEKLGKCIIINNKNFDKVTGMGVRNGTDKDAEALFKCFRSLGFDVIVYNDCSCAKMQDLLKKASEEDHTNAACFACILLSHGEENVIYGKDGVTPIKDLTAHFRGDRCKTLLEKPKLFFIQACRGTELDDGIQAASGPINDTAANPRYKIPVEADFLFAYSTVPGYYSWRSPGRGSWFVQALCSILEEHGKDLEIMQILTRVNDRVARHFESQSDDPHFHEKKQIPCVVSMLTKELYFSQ
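Test system: Procaspase-7 triple mutant (PC-7 D3A). Also added: Ac-DEVD-pNA substrate, 400 µM as added. Schedule: 1 h enzyme–compound preincubation and 2 h substrate reaction, both 25 °C. Signal: p-Nitroaniline absorbance at 405 nm, read at 0 and 120 min. Control set: low DMSO alone, high DMSO plus 5 µM PC-7.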
MEP2-GFP yeast: modulators of TOR pathway MEP2-GFP in S. cerevisiae. S. cerevisiae MEP2-GFP strain, flow cytometry GFP, 3 h; 100% = DMSO control level. GFP response vs DMSO, % at 10 µM. 0.51% of 330,000 active;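 active = GFP response versus DMSO above a set limit, roughly screen mean plus 3 SD, cut at about 180% in these data; inconclusive = fewer than 70 cells counted for a yeast strain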;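 also: median GFP fluorescence of the barcode-gated MEP2-GFP cells per well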
CR mimetic SO: caloric restriction mimetics inhibiting age-related superoxide in yeast; S. cerevisiae aged cells, superoxide DHE fluorescence; hits give low values; superoxide response (% of plate mean), % at 10 µM; 0.18% of 330,000 active; AID 2690;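 active = superoxide response under a set limit, about three screen SD below normal, cut at about 65% in these data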;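 also: yeast aged for seven days with compound at 30 °C before DHE staining; 100% = average MFI of all compound-treated wells on the plate with controls excluded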
JMJD2C inh: blocks human GASC-1 demethylase activity; Q9H3R0; GST-JMJD2C(1-420) H3K9me3 demethylation, DELFIA europium; inhibition, % at 2.35 µM; 0.069% of 330,000 active;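 active = more than half of a compound's replicate wells show inhibition beyond 50%, single wells judged on their own value; inconclusive = some, but no more than half, of replicates pass 50% inhibition; inactive = no replicate passes 50% inhibition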;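 also: signal counts dimethyl H3K9 product captured on neutravidin plate; 0% = median of DMSO wells and 100% = 0.3 times that DMSO median; strong numbers were not always called active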
Target sequence (Q9H3R0 1-420 limits assumed): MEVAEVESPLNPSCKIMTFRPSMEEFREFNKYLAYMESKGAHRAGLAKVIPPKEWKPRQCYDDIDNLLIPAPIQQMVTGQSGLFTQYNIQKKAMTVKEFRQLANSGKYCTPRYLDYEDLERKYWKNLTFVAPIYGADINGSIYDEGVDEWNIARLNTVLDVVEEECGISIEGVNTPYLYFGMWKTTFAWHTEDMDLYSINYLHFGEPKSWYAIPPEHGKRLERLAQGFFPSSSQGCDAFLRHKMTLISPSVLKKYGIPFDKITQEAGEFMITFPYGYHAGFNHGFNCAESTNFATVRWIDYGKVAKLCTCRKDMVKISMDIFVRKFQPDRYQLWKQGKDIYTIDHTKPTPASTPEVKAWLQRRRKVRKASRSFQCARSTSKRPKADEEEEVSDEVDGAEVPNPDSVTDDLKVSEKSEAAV
RPL19A TOR yeast: alters RPL19A-GFP fluorescence in TOR pathway yeast screen; 0.3% of 330,000 active; percent response vs DMSO, % at 10 µM; S. cerevisiae RPL19A-GFP strain, flow cytometry, 3 h; hits give low values;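 active = percent response vs DMSO below 50%; inconclusive = fewer than 70 events counted for the yeast strain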;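 also: median channel GFP fluorescence of the barcoded RPL19A-GFP strain; ratio of sample median GFP to plate DMSO average so 100% = DMSO; lower means less RPL19A-GFP as with rapamycin TOR inhibition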
An asterisk follows results filed as active; ? = inconclusive; · = not tested or not shown; [ ] = another dose, or the depositor's remark.

SMILES	procasp3 activ	AHR act	LAP4 TOR yeast	procasp7 counter	MEP2-GFP yeast	CR mimetic SO	JMJD2C inh	RPL19A TOR yeast
Cc1cc(C)c(S(=O)(=O)NC2CC3CCC2C3)c(C)c1 (centres undefined)	-1	0	101	-11	106	108	-5	107
CCOC(=O)c1nn(-c2ccc(C)c(C)c2)cc1O	2	0	103	1	96	93	8	92
CC(=O)Nc1cccc(C(=O)Oc2cccc(C)c2)c1O	10	12	103	3	100	98	37	102
CCCn1c(-c2cccc(F)c2)nc2c1c(=O)[nH]c(=O)n2Cc1ccccc1	-5	0	91	-4	104	99	-16	105
O=c1ccnc(Sc2ncccc2[N+](=O)[O-])[nH]1	-14	0	98	-13	96	115	3	93
Cc1cccc(C)c1N1CCN(S(=O)(=O)N(C)C)CC1	6	-3	107	10	102	110	-2	92
NS(=O)(=O)c1cccc(NC(=O)CSc2nc3ccccc3c(=O)n2CCCN2CCOCC2)c1	3	0	104	3	130	99	2	109
Cc1ccc2c(C(=O)CN3CCN(C(=O)c4ccco4)CC3)c(C)[nH]c2c1	1	53*	103	2	104	94	4	102
O=C(CCCCCNC(=O)c1ccccc1)N/N=C/c1ccc(O)cc1O	2	4	88	9	98	116	12	98
CCOCc1cc(C2NC(=O)NC(C)=C2C(=O)OCC)ccc1OC (centres undefined)	-2	2	92	11	88	110	11	96
COc1ccc(Cc2nc3ccc(C(=O)N(C)Cc4cc(C)[nH]n4)cc3o2)cc1OC	-1	2	95	-7	97	95	13	102
O=C(NNc1c2ccccc2nc2ccccc12)C12CC3CC(CC(C3)C1)C2	0	14	111	-3	91	95	-17	96
CCOc1ccc(N2C(=O)CC(Sc3n[nH]c(-c4ccccc4)n3)C2=O)cc1 (centres undefined)	-29	-2	112	-42	104	81	-7	105
CCOC(=O)n1n[n+]([O-])c2ccccc21	-7	1	117	8	92	98	-2	90
COc1cccc(CSc2nnc(-c3ccc(F)cc3)o2)c1	2	0	113	13	105	87	9	101
CCCc1ccc(-c2ccc(-c3noc(-c4ccncc4)n3)cc2)nc1	-3	0	105	6	108	97	-2	103
Cn1nccc1NC(=O)CC1(CC(=O)O)CCCCC1	0	-1	104	8	101	106	-23	100
CCN1CCN(S(=O)(=O)c2ccc(Cl)c(C(=O)Nc3nnc(CC(C)C)s3)c2)CC1	-4	1	91	1	92	99	5	87
COc1ccccc1C(=O)NC(=O)CSc1ccc(C)c(C)c1	2	-1	116	8	100	106	3	99
CN(Cc1ccccc1)C(=O)CCNS(=O)(=O)c1ccc2c(c1)oc(=O)n2C	3	4	101	4	87	91	4	100
CN(C(=O)CSc1cn(CC(=O)N2CCOCC2)c2ccccc12)c1ccccc1	1	4	101	4	94	93	5	97
Cc1cc(C)c2c(n1)SCC(=O)N2CC(=O)Nc1ccc(F)cc1	7	0	101	-1	104	84	-7	97
CCCCCCCCCCOC(=O)Cn1c(COc2ccc(C)cc2)[n+](C)c2ccccc21	0	-1	101	0	96	102	-12	96
Cc1cc2ccccc2n1CCNC(=O)C1CC1	2	8	111	-2	107	96	-3	108
COc1ccc(Cc2nc3ccc(C(=O)N4CCC[C@H]4CO)cc3o2)cc1	3	-4	103	11	106	109	1	103
O=C(Nc1ccc(N2CCN(C(=O)c3ccco3)CC2)cc1)c1ccc(Br)cc1	3	-3	97	-5	109	93	4	98
Oc1ccc(Oc2ccc(Oc3ccc(O)cc3)cc2)cc1	-5	-1	105	-6	105	83	2	100
CCn1ncc([N+](=O)[O-])c1C(=O)n1nc(C)cc1C	-3	2	101	-1	102	96	-3	103
CN(C)S(=O)(=O)c1ccc(C(=O)Nc2ccccc2C(=O)O)cc1	-1	2	102	-3	100	124	10	96
O=C(N1CCCCCC1)N1CCN(S(=O)(=O)N2CCOCC2)CC1	5	-1	96	10	92	99	-1	88

Sorted by molecular weight (low to high): 13 of the compounds above
SMILES	procasp3 activ	AHR act	LAP4 TOR yeast	procasp7 counter	MEP2-GFP yeast	CR mimetic SO	JMJD2C inh	RPL19A TOR yeast
CCn1ncc([N+](=O)[O-])c1C(=O)n1nc(C)cc1C	-3	2	101	-1	102	96	-3	103
Cn1nccc1NC(=O)CC1(CC(=O)O)CCCCC1	0	-1	104	8	101	106	-23	100
Oc1ccc(Oc2ccc(Oc3ccc(O)cc3)cc2)cc1	-5	-1	105	-6	105	83	2	100
COc1cccc(CSc2nnc(-c3ccc(F)cc3)o2)c1	2	0	113	13	105	87	9	101
COc1ccccc1C(=O)NC(=O)CSc1ccc(C)c(C)c1	2	-1	116	8	100	106	3	99
CCCc1ccc(-c2ccc(-c3noc(-c4ccncc4)n3)cc2)nc1	-3	0	105	6	108	97	-2	103
Cc1cc(C)c2c(n1)SCC(=O)N2CC(=O)Nc1ccc(F)cc1	7	0	101	-1	104	84	-7	97
O=C(N1CCCCCC1)N1CCN(S(=O)(=O)N2CCOCC2)CC1	5	-1	96	10	92	99	-1	88
COc1ccc(Cc2nc3ccc(C(=O)N4CCC[C@H]4CO)cc3o2)cc1	3	-4	103	11	106	109	1	103
CN(Cc1ccccc1)C(=O)CCNS(=O)(=O)c1ccc2c(c1)oc(=O)n2C	3	4	101	4	87	91	4	100
CN(C(=O)CSc1cn(CC(=O)N2CCOCC2)c2ccccc12)c1ccccc1	1	4	101	4	94	93	5	97
CCCCCCCCCCOC(=O)Cn1c(COc2ccc(C)cc2)[n+](C)c2ccccc21	0	-1	101	0	96	102	-12	96
O=C(Nc1ccc(N2CCN(C(=O)c3ccco3)CC2)cc1)c1ccc(Br)cc1	3	-3	97	-5	109	93	4	98

New compounds follow
SMILES	procasp3 activ	AHR act	LAP4 TOR yeast	procasp7 counter	MEP2-GFP yeast	CR mimetic SO	JMJD2C inh	RPL19A TOR yeast
O=C(CN1c2cccc3cccc(c23)S1(=O)=O)N1CCOCC1	3	1	101	2	101	139	-2	97
S=C(NCCc1ccccc1)Nc1ccccc1Cl	-6	0	100	8	96	98	-2	96
O=c1ccc(/C=C/c2ccccc2)nn1Cc1ccccc1	1	8	93	17	96	105	1	97
CC(=O)OC(C(=O)NC1CCCCC1)c1ccc(Cl)c(Cl)c1 (centres undefined)	-10	3	90	8	98	110	-18	100
COc1ccc(C)cc1Cn1nnc2ccccc21	4	4	94	-2	84	102	-5	97
CCN1CCN(c2ccc(Cl)cc2NC(=O)c2ccc(-n3nc(C)cc3C)cc2)CC1	2	0	112	9	108	99	0	102
CCOC(=O)CCC(=O)Nc1ccc(S(=O)(=O)N2CCC(C)CC2)cc1	8	2	104	13	106	104	8	102
S=C(Nc1ccccc1)Nc1cccc(Cl)c1Cl	2	8	109	6	90	99	15	96
COc1cc(OC)cc(C(=O)N[C@H](C(=O)Nc2ccccc2N2CCOCC2)C(C)C)c1	11	7	98	3	102	88	3	101
O=C(Nc1ncc(Cc2cccc(Cl)c2)s1)c1cccs1	-12	-1	123	1	98	106	28	102
Cc1ccc(-c2c(C(=O)N/N=C/C3CC=CCC3)nnn2-c2nonc2N)cc1 (centres undefined)	3	2	103	6	111	96	-1	106
CNc1nc(-c2ccccc2)cc(C(F)(F)F)c1C#N	0	4	91	13	220*	104	8	75
O=C(O)CCCC(=O)N1N=C(c2ccco2)CC1c1ccco1 (centres undefined)	-10	-1	94	-1	104	99	-11	103
CC(Sc1nc2ccccc2c(=O)n1CC1CCCO1)C(=O)N(C)Cc1ccccc1 (centres undefined)	5	0	92	4	93	106	4	94
CCOc1cc2[nH]c(=S)n(CCCOC)c(=O)c2cc1OCC	5	14	98	2	104	96	1	98

Shown bar-delimited: part of the list above
mol | procasp3 activ | AHR act | LAP4 TOR yeast | procasp7 counter | MEP2-GFP yeast | CR mimetic SO | JMJD2C inh | RPL19A TOR yeast
S=C(Nc1ccccc1)Nc1cccc(Cl)c1Cl | 2 | 8 | 109 | 6 | 90 | 99 | 15 | 96
COc1cc(OC)cc(C(=O)N[C@H](C(=O)Nc2ccccc2N2CCOCC2)C(C)C)c1 | 11 | 7 | 98 | 3 | 102 | 88 | 3 | 101

Further structures:
SMILES	procasp3 activ	AHR act	LAP4 TOR yeast	procasp7 counter	MEP2-GFP yeast	CR mimetic SO	JMJD2C inh	RPL19A TOR yeast
CC1CN(C(=O)c2ccc(S(=O)(=O)Nc3ccccc3Cl)cc2)CC(C)O1 (centres undefined)	2	2	96	-4	102	117	-5	96
COc1ccc(C2=NN(CCC(=O)NCc3ccc4c(c3)OCO4)C(=O)CC2)cc1	0	2	68	1	86	95	-2	113
COC(=O)c1c(NC(=O)c2ccccc2)sc(Cc2ccccc2)c1C	-10	1	96	-2	96	110	14	97
Cc1ccccc1-c1cc(C(=O)n2cccn2)c2cc(Cl)ccc2n1	4	5	98	0	100	144	2	106
Cc1cc(C(=O)Nc2ccccc2C(=O)O)ccc1NC(=O)COc1cccc(C)c1C	10	-3	85	2	94	·	1	101
Nc1cccc(C(=O)N/N=C/c2ccsc2)c1	4	14	101	2	93	126	-19	93
Cc1c(O)ccc2cc(S(=O)(=O)c3ccccc3)c(=O)oc12	-11	1	88	-9	101	179	-10	93
Cc1ccc(-c2nnc(SCC(=O)N3CCCC3)o2)cc1C	-3	19	118	3	101	104	44	99
CN(C)S(=O)(=O)n1ccnc1	-3	0	118	6	110	92	-23	99
Cc1cc(C)n(-c2ccc(C(=O)N3CCN(S(=O)(=O)c4ccc(C(C)C)cc4)CC3)cc2)n1	7	0	77[may fluoresce violet]	-8	221*[may fluoresce violet]	95	-5	93[may fluoresce violet]
O=C(NCc1ccco1)C12CC3CC(C1)CC(C(=O)NCc1ccco1)(C3)C2	-5	2	100	7	101	98	-19	102
COc1ccnc2c1c(=O)n(Cc1c(F)cccc1Cl)c(=O)n2C	-6	7	120	7	108	103	-6	105
CN(CCC1CCOCC1)C(=O)C1CCC(=O)N(CCc2cccc(F)c2)C1 (centres undefined)	7	2	?	6	?	114	2	?
C=CCSc1nnc(-c2ccncc2)n1-c1ccc(OCC)cc1	8	0	98	0	100	108	9	97
CCc1ccc(CN2CC(C(=O)O)CC2=O)cc1 (centres undefined)	12	0	98	5	100	101	-4	96
Cc1cc(C)nc(SC(C)C(=O)Nc2ccc(S(N)(=O)=O)cc2)n1 (centres undefined)	3	0	108	1	109	100	0	109
COc1cccc(C(=O)CC(=O)C(=O)Nc2cccc([N+](=O)[O-])c2C)c1	-10	1	100	-10	107	102	-2	110
CCN(CC)CCN1C(=O)C(=O)/C(=C(/O)c2cnn(-c3ccccc3)c2C)C1c1ccc(C)o1 (centres undefined)	2	-7	104	-34	102	100	-1	100
Cc1cccc(NC(=O)c2ccc(-n3cncn3)c([N+](=O)[O-])c2)c1	-6	2	102	8	92	107	5	101
COc1ccc(CNC(=O)[C@H](C)NC(=O)C2CCN(S(=O)(=O)c3ccc(C)cc3)CC2)cc1	6	1	101	1	100	85	3	102
